Source: PubChem (several laboratories)
HTR5A inv ctr = HTR5A inverse agonists in luminescence cell assay, primary screen, counter-screen for OPRM1-OPRD1 heterodimer inverse agonist project, full-deck HTS; 5-hydroxytryptamine receptor 5A (Homo sapiens), P47898; inhibition, % at 9.3 µM; HTR5A cell line, inverse agonism; hit rate 0.083% among 340,000; in the data active means inhibition mostly above about 23%, no sharp cut-off; inactive means mostly below about 18%;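 further: 0% = cells with DMSO and 100% = no-cell wells with DMSO; some compounds called inactive have numbers as strong as hits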
AddAB inh = growth inhibition of E. coli expressing H. pylori AddAB, primary screen, AddAB inhibitor project, absorbance; AID 435030, 2010; hit rate 0.29% among 330,000; inhibition, % at 11.9 µM; in the data active means inhibition above about 12%;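 further: 0% = vehicle wells of infected cells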
phage Ecoli inh = growth loss of phage-infected E. coli, primary screen, RecBCD inhibitor project, absorbance, with phage, HTS. inhibition, % at 11.9 µM. hit rate 0.26% among 360,000; in the data active means inhibition above about 11%
PfHsp90 set2 = growth inhibition of PfHsp90-expressing yeast, primary screen, antimalarial PfHsp90 inhibitor project, S. cerevisiae, BacTiter-Glo luminescence, single point, set 2. AID 504621, 2011. inhibition, % at 9.4 µM. hit rate 0.32% among 310,000. BacTiter-Glo ATP, 48 h; yeast lacking PDR1 and PDR3 efflux regulators;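 active means every replicate shows inhibition above about 80%, whatever the replicate mean, limit read from the data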;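 further: 0% = DMSO neutral controls and 100% = 20 µM radicicol positive controls; yeast relying on Plasmodium falciparum Hsp90 in place of its own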
PKA-R2B activ = activators of PKA-R2B holoenzyme, primary screen, biochemical, fluorescence polarization, Cy5-IP20, human; hit rate 0.079% among 340,000; AID 504700, 2011; activation, % at 11.4 µM; PKA-R2B holoenzyme dissociation; R2B truncated from residue 108, S112A mutant; 0% DMSO only, 100% 113 µM cGMP; cAMP-dependent protein kinase catalytic subunit beta (Homo sapiens) + cAMP-dependent …;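 active means activation above a cutoff set at the mean over all compounds plus 3 SD, cut at about 18% in these data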;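 further: higher means more holoenzyme dissociation and a rise in polarization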
Tat export inh = E. coli Tat export inhibitors, primary screen, MC4100, TorA-mCherry reporter, fluorescence, single point; AID 488895, 2010; hit rate 0.036% among 340,000; inhibition, % at 10 µM;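 active means mean replicate inhibition at least 50% and at least half of replicates individually reaching 50%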;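 further: exported cargo escapes ClpAP degradation while cytoplasmic cargo is degraded and loses fluorescence; 0% = median of neutral control wells and 100% = median of NaSCN control wells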
PKA-R1A act = activators of PKA-R1A holoenzyme, primary screen, biochemical, fluorescence polarization, Cy5-IP20, bovine R1A, mouse PKAc; PKA-R1A dissociation; scaled: DMSO 0%, 113 µM cGMP 100%; activation, % at 11.4 µM; hit rate 0.083% among 340,000; cAMP-dependent protein kinase type I-alpha regulatory subunit (Bos taurus) + …; AID 504707, 2011;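 active means percent activation above the mean of all tested compounds plus 3 SD, cut at about 19% in these data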;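 further: higher means more PKAc released from R1A so a rise in polarization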
E coli growth = E. coli V3065 growth inhibition, primary screen, counter-screen for AddAB inhibitor project, absorbance, OD600. inhibition, % at 11.9 µM. AID 449728, 2010. hit rate 0.27% among 330,000. 18 h;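 active means inhibition above the campaign's mean inhibition across all tested compounds plus 3 SD, cut at about 9.9% in these data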;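 further: uninfected addAB+ strain grown without phage in ampicillin broth; 0% = DMSO wells and 100% = ciprofloxacin 0.95 µg/ml wells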
OPRM1-OPRD1 inv = inverse agonists of MOR-DOR heterodimerization, primary screen, cell-based, luminescence | cell-based MOR-DOR heterodimer luminescence, inverse agonism | inhibition, % at 9.3 µM | hit rate 0.21% among 340,000 | AID 504357, 2011; in the data active means inhibition above about 22%, passing the limit was not always enough;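 further: 0% = cells with DMSO and 100% = wells without cells with DMSO; values of inactives mirror those of a sister screen read the other way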
Target sequence (P35372 whole entry, looked up): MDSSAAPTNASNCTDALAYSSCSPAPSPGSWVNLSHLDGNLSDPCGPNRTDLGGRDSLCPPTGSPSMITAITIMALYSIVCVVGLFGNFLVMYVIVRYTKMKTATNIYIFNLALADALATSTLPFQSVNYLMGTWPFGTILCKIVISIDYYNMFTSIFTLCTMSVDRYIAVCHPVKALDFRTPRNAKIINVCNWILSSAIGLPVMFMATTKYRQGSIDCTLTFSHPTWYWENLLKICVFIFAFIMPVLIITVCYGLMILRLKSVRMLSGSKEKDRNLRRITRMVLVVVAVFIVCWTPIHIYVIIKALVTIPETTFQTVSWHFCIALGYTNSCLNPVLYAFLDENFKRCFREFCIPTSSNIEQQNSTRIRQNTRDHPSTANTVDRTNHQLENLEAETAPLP
Target sequence (P41143 whole entry, looked up): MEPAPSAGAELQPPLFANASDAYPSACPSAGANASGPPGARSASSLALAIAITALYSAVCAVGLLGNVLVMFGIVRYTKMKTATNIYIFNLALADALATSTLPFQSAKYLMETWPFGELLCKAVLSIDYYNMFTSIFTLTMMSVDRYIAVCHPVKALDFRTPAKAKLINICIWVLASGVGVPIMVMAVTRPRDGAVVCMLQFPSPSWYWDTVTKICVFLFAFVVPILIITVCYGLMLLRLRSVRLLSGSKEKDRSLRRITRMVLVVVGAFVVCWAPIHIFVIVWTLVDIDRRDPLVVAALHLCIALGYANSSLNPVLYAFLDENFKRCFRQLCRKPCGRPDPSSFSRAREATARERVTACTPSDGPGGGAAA
SUMO Mot1 rescue = yeast Mot1-301 growth rescue at high temperature, primary screen, SUMOylation pathway inhibitor project, S. cerevisiae, ATP luminescence, 38.5C; S. cerevisiae Mot1-301 growth rescue; percent above DMSO median, 100 means doubled; growth rescue, % at 18.8 µM; hit rate 1% among 320,000;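 active means every valid replicate shows activation above 250% relative to neutral control wells; inactive means the rest, any valid replicate at or below 250%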;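 further: OY570 slx delta 5 strain wells were the positive control but not used for scaling; some compounds called inactive have numbers as strong as hits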
OPRM1-OPRD1 ag = agonists of OPRM1-OPRD1 heterodimerization, primary screen, cell-based, luminescence; Mu-type opioid receptor (Homo sapiens) + Delta-type opioid receptor (Homo sapiens), …; cells; activation, % at 9.3 µM; hit rate 0.3% among 340,000; AID 504326, 2011; in the data active means activation above about 18%;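 further: 0% = vehicle-treated cells and 100% = reference agonist; values of inactives mirror those of a sister screen read the other way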
Active calls of the source: *; nt = not tested or not shown. Rows were taken by chance; about 2.2% have a hit in one of these screens.

compound	HTR5A inv ctr	AddAB inh	phage Ecoli inh	PfHsp90 set2	PKA-R2B activ	Tat export inh	PKA-R1A act	E coli growth	OPRM1-OPRD1 inv	SUMO Mot1 rescue	OPRM1-OPRD1 ag
CCCNC(=O)CSc1nnc(-c2ccccc2Br)n1-c1cccc(C(F)(F)F)c1	1	1.1	3.6	9	-15	10	3	2.8	-4	0	0.5
c1ccc(-n2cnc3cc(NCc4ccncc4)ccc32)cc1	12	0.0	2.6	35	-6	4	2	-2.5	1	10	-0.2
CSc1nnnn1-c1cccc(O)c1	-14	3.0	2.5	nt	-7	-5	-6	1.6	-20	7	3.5
O=C(NC1CCCC1)c1cc(-c2ccc(Cl)cc2)on1	-5	0.1	-3.0	30	-1	-5	8	2.9	-5	14	0.8
Cc1ccccc1CS(=O)(=O)Cc1ccc(C(=O)NCCCN2CCCC2=O)o1	10	0.3	4.0	10	-12	4	-4	-1.1	-4	4	0.6
O=C1C(=O)N(Cc2cccnc2)C(c2cccc(Br)c2)/C1=C(/O)c1ccc2c(c1)OCO2 (stereo unspecified)	10	-0.9	-2.7	-3	-3	-7	-13	-0.3	3	10	-0.7
O=C(NC1CCN(Cc2ccccc2)CC1)C1CCN(S(=O)(=O)c2ccccc2)CC1	4	1.6	2.4	27	-13	-11	-5	0.2	-12	-9	1.6
O=C(N/N=C/c1cccc(OC(=O)c2cccc(Br)c2)c1)c1ccncc1	-10	0.3	1.2	-10	-12	0	-24	-2.5	-16	6	3.0
Cc1cc(C)c(C#N)c(SCC(=O)Nc2nonc2N)n1	12	-0.2	1.2	-6	-5	-1	-1	-1.1	18	1	-3.0
COc1ccc(C(=O)/C=C/c2ccccc2OC)c(OC(=O)c2ccc([N+](=O)[O-])cc2)c1	-6	3.7	4.1	-6	5	-5	1	-0.1	19	-10	-3.5
Cc1oc(-c2ccc(Cl)cc2)nc1CN1CCCC(C(=O)N2CCOCC2)C1 (stereo unspecified)	6	4.2	1.4	4	-3	-2	5	0.5	14	15	-2.9
O=C(CN1C(=O)C(c2ccc(F)cc2)=NC12CCCC2)Nc1ccc(F)cc1	-11	-0.3	3.3	23	9	0	-1	0.1	-15	68	2.6
COc1ccc(C(=O)NCC(=O)OCC(=O)NC2CCCCCC2)cc1OC	-3	3.0	-0.6	nt	2	-7	-5	2.4	6	-1	-1.6
CCOC(=O)C1=C(C)NC(=O)NC1c1ccc(Br)s1 (stereo unspecified)	-30	3.2	0.2	0	0	-3	-10	1.7	8	nt	-1.3
S=c1[nH]nc(Cc2ccccc2)n1-c1cccc2ccccc12	30	-1.0	3.4	-16	3	-3	-2	2.6	-22	4	3.2
O=Cc1ccc(C(=O)OCC(=O)Nc2ccc(F)cc2F)cc1	8	3.0	3.7	22	-1	1	1	0.4	-15	4	1.8
C=CCn1c(COc2cccc3cccnc23)nnc1SCC(=O)O	-11	1.3	1.5	29	5	-1	-4	-0.5	3	0	-0.7
Cc1cc(C)nc(Nc2nc3ccccc3[nH]2)n1	9	1.9	1.4	-7	-9	-4	4	-0.6	7	-3	-1.1
O=C(Nc1ccc(Cl)cc1)c1cccc(NC2=NC3CS(=O)(=O)CC3S2)c1 (stereo unspecified)	-30	-1.1	0.1	11	-9	6	-6	-0.3	6	8	-1.0
CN(C)C(CNS(=O)(=O)c1ccc2ccccc2c1)c1ccccc1 (stereo unspecified)	10	-0.4	3.1	9	7	4	-1	2.5	-20	-12	4.5
Cc1c(NC(=O)C(C)OC(=O)CCOc2ccccc2)c(=O)n(-c2ccccc2)n1C (stereo unspecified)	-11	-0.2	3.8	-8	-1	-5	-8	0.6	13	17	-2.4
CCOC(=O)c1ccc(NS(=O)(=O)c2cc(-c3nnnn3C(C)C)ccc2OC)cc1	18	3.5	1.8	3	-9	-7	-18	-0.6	0	0	0.0
O=C(Nc1nc(N2C(=O)c3ccccc3C2=O)n(-c2ccccc2)n1)c1ccccc1	2	-1.2	1.8	14	0	-5	-8	-2.5	11	6	-2.1
CS/C(=C\[N+](=O)[O-])Nc1ccc(C)cc1	24	3.2	3.3	1	-3	8	-1	0.2	5	-10	-1.0
OCC[C@@H]1C[C@H](O)[C@@H](O)[C@@]2(Cc3ccccc3CO2)O1	12	5.7	2.4	-10	5	-1	-13	3.4	8	0	-1.5
S=c1[nH]nc2sc3ccccc3n12	3	nt	3.5	-18	-4	3	8	nt	5	nt	-1.1
CCOc1ccc(-c2nnn(CC(=O)N3CCN(c4ccc(OC)cc4)CC3)n2)cc1OCC	2	3.4	-0.2	5	-2	2	-9	0.4	14	287	-2.4
CCC(=O)N1C(C(=O)NCc2ccc(OC)cc2)CSC1c1ccc(OC)cc1 (stereo unspecified)	2	7.0	-0.3	22	-1	-3	6	1.3	4	-10	-0.8
O=C(CCc1nnc(-c2ccc(-c3ccccc3)cc2)o1)N1CCCCC1	11	-1.1	2.6	10	-3	6	-9	-0.5	5	76	-1.0
O=[N+]([O-])c1ccccc1S(=O)(=O)Nc1ccc(-c2ccc3nncn3n2)cc1	11	1.7	1.0	30	-13	-8	-6	1.7	2	7	-0.2

4 structures from above, arranged by number of heavy atoms, highest first:
compound	HTR5A inv ctr	AddAB inh	phage Ecoli inh	PfHsp90 set2	PKA-R2B activ	Tat export inh	PKA-R1A act	E coli growth	OPRM1-OPRD1 inv	SUMO Mot1 rescue	OPRM1-OPRD1 ag
O=C1C(=O)N(Cc2cccnc2)C(c2cccc(Br)c2)/C1=C(/O)c1ccc2c(c1)OCO2 (stereo unspecified)	10	-0.9	-2.7	-3	-3	-7	-13	-0.3	3	10	-0.7
CCCNC(=O)CSc1nnc(-c2ccccc2Br)n1-c1cccc(C(F)(F)F)c1	1	1.1	3.6	9	-15	10	3	2.8	-4	0	0.5
S=c1[nH]nc(Cc2ccccc2)n1-c1cccc2ccccc12	30	-1.0	3.4	-16	3	-3	-2	2.6	-22	4	3.2
O=C(NC1CCCC1)c1cc(-c2ccc(Cl)cc2)on1	-5	0.1	-3.0	30	-1	-5	8	2.9	-5	14	0.8

Other compounds:
compound	HTR5A inv ctr	AddAB inh	phage Ecoli inh	PfHsp90 set2	PKA-R2B activ	Tat export inh	PKA-R1A act	E coli growth	OPRM1-OPRD1 inv	SUMO Mot1 rescue	OPRM1-OPRD1 ag
CN(C)CCNC(=O)c1cc2cc(Br)ccc2oc1=O	-20	0.9	0.7	-11	-1	-2	-9	-1.0	7	56	-1.3
COc1ccc(Cc2nnc(NC(=O)c3ccc(OC)cc3OC)s2)cc1	-11	-0.9	3.2	-9	-4	-2	-10	-1.3	-14	-5	2.7
CC(C)c1cccc(C(C)C)c1NC(=O)COC(=O)C1=COCCO1	-1	6.2	0.5	nt	-12	-4	-18	1.2	20	79	-4.2
CCCn1c(=O)c2ccccc2n2c(SCCOc3ccccc3F)nnc12	-4	-1.0	1.5	nt	-1	1	-5	-1.5	-6	-8	1.1
COc1ccc(NC(=O)CCCOc2ccc(Cl)c(C)c2)cc1S(=O)(=O)N1CCOCC1	-20	-0.2	3.9	22	-5	1	8	0.4	-15	-7	3.3
CC1(c2ccccc2)NC(=O)N(CC#N)C1=O (stereo unspecified)	-2	1.5	-2.5	9	5	-2	-10	0.6	5	5	-1.0
Cc1ccc(CNC(=O)CN(c2cccc([N+](=O)[O-])c2)S(C)(=O)=O)cc1	12	1.2	3.0	-12	-6	-3	-3	1.9	8	nt	-1.6
O=C(Cc1cccs1)N1CCN(c2nc(-c3ccc(Cl)cc3)cs2)CC1	-2	0.2	nt	nt	5	10	-7	0.3	5	25	-0.9
COc1ccc(-c2nnc(-c3ccc(OCC(C)C)cc3)o2)cc1	6	7.1	3.1	-27	-8	12	5	-0.2	1	-4	-0.2
CN(C(=O)CSc1nc2ccccc2s1)c1c(N)n(Cc2ccccc2)c(=O)[nH]c1=O	-3	0.7	2.7	-10	1	6	1	0.1	14	nt	-2.8
Cc1cccc(C)c1NC(=O)CCCSc1nnc(-c2ccco2)o1	-4	0.6	1.7	nt	-7	-1	-13	-0.2	18	51	-3.5
O=C(NC(=S)Nc1ccc2c(c1)OCCO2)c1ccccc1	-3	0.8	2.0	nt	4	5	-11	-0.1	11	5	-1.9
Cc1cccc(-c2oc3ccccc3c2-c2ccc3c(c2)OCO3)c1	-2	0.3	0.0	4	-6	1	0	0.8	-3	-14	0.6
CC(NC(=O)Cc1cccs1)c1ccccc1 (stereo unspecified)	-10	2.4	2.2	30	-10	-5	-2	2.4	-6	190	0.8
COc1cc(CC(=O)Nc2ccccc2N2CCOCC2)cc(OC)c1OC	1	2.3	3.4	7	-13	6	-2	1.4	6	3	-1.3
CCOC(=O)N1CCC(NC(=O)CCc2c(C)nc3ncnn3c2C)CC1	-3	-0.8	2.9	nt	2	-3	-10	-0.5	6	751	-1.2
Cc1cc(C)n(CCCNC(=O)c2ccc3c(c2)NC(=O)CS3)n1	-16	-1.1	5.5	-2	3	-3	15	-0.6	0	16	0.0
Cc1ccc(NC(=O)C(CC(C)C)NC(=O)C2CCC(C)CC2)nc1 (stereo unspecified)	2	-0.6	3.7	nt	6	10	-1	0.6	13	634*	-2.5
Cc1cc(C)cc(N(CCC#N)C(=O)COC(=O)C2=COCCO2)c1	0	-2.9	0.7	nt	-9	-9	-10	0.0	2	-21	-0.3
O=C(O)Cc1c(C(=O)O)nnn1-c1ccc(Cl)cc1Cl	3	6.0	4.3	-3	-13	-11	0	-5.2	0	13	0.0
COc1ccc([N+](=O)[O-])cc1NC(=O)C(C)OC(=O)c1ccccc1C(=O)c1ccc(Cl)cc1 (stereo unspecified)	1	1.4	4.4	2	-7	0	-17	0.5	-4	0	0.7
O=C(NCc1ccc(F)cc1)c1cccnc1	5	-0.2	1.6	13	0	-9	-13	-1.5	12	22	-2.7
COC(=O)C1CCN(c2cc(=O)n(-c3ccccc3Cl)c(=O)[nH]2)CC1	3	0.9	2.4	14	-2	4	-4	-0.2	5	-9	-1.0
O=C(O)c1ccccc1SCc1nc2ccccn2c1Br	3	-0.2	0.8	-4	-3	-6	-4	1.6	9	9	-1.7
